Bioassay records from PubChem BioAssay.
TrxR1 inh = qHTS Assay for Inhibitors of Mammalian Selenoprotein Thioredoxin Reductase 1 (TrxR1): qHTS; Thioredoxin reductase 1, cytoplasmic (Rattus norvegicus), O89049; recombinant rTrxR1, NADPH fluorescence consumption, selenite substrate; Potency, µM (top dose mostly 114 µM), for inactives: top-dose activity change, negative = inhibition, actives largely listed as inhibitors; 390,000 tested, 1% active; also: potency is read from the fitted curve at half-maximal effect; % is scaled to controls: 0 for no effect and ±100 for the full control effect; nearly all actives have a fitted effect of over 65% in size
Target sequence (O89049 whole entry, looked up): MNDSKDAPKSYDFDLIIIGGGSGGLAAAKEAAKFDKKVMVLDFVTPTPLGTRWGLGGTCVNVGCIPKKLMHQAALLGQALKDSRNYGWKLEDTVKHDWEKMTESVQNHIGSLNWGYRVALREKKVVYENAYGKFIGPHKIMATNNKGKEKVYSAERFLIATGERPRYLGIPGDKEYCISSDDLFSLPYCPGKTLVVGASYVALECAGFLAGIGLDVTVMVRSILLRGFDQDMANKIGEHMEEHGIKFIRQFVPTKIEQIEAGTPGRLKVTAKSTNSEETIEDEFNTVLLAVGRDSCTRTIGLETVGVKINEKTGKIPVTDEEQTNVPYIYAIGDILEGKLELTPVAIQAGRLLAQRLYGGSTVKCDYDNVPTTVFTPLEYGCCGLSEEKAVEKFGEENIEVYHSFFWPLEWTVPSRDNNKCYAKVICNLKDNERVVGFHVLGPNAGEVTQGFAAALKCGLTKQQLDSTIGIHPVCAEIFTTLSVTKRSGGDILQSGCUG
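Rat TrxR1 (90 nM in the dispensed reagent) was pre-reduced with 400 uM NADPH for 5 min at room temperature, then incubated with compound for 15 min. After 400 uM selenite was added, NADPH fluorescence (Ex 340/Em 450 nm) was followed for 8 min.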
USP1-UAF1 inh = Inhibitors of USP1/UAF1: Primary Screen; recombinant USP1/UAF1, Ub-Rhodamine cleavage fluorescence; Potency, µM (top dose mostly 57.1 µM), inactives show at the top dose activity change, negative = inhibition, usual class: inhibitors; 390,000 tested, 0.23% active; AID 743255, 2014; also: potency is read from the fitted curve at half-maximal effect; % is scaled to controls: 0 for no effect and ±100 for the full control effect; nearly all actives have a fitted effect of over 60% in size; inactives centre near -12
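USP1/UAF1 complex at 1 nM was preincubated with compound for 15 min at room temperature, then Ub-Rho substrate (150nM final) was added. Fluorescence (480/540 nm) was read kinetically, 6 reads every 60 seconds.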
RGS4 inh = Inhibitors of Regulator of G Protein Signaling (RGS) 4: qHTS. Regulator of G-protein signaling 4 (Homo sapiens), P49798. Transcreener GDP fluorescence polarization, RGS4-accelerated GTP hydrolysis. Potency, µM (titrated, usually from 114 µM), for the others: top-dose activity change, negative = inhibition, usual class: inhibitors. 390,000 tested, 0.039% active. AID 504845, 2011; also: potency is read from the fitted curve at half-maximal effect; % is scaled to controls: 0 for no effect and ±100 for the full control effect; nearly all actives have a fitted effect of over 75% in size; some results filed as inactive show a strong effect at the top dose
Target sequence (P49798 whole entry, looked up): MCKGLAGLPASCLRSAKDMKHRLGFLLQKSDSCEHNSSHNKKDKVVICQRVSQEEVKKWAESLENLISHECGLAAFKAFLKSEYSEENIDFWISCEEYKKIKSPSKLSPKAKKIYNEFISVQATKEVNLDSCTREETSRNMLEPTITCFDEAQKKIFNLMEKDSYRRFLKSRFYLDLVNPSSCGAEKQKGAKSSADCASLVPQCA
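MLSMR compounds (23 nl, pin-transferred) preincubated 10 min at room temperature with a 500nM (2x) first reagent, then RGS4 at 900nM (2x) plus Transcreener GDP mix added; fluorescence polarization (620/688 nm) read before and after 90 min at 30 °C.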
Vif-A3G inh = qHTS for Inhibitors of Vif-A3G Interactions: qHTS; AID 602310, 2012; DNA dC->dU-editing enzyme APOBEC-3G (Homo sapiens), Q9HC16; HeLa A3G-eYFP + Vif (tagged APOBEC3G with the HIV-1 protein that degrades it), YFP fluorescence, overnight; 410,000 tested, 0.076% active; Potency, µM (doses to about 46.1 µM), for the others: top-dose activity, negative = active, most hits filed as inhibitors;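 also: potency is read from the fitted curve at half-maximal effect; % is scaled to controls: 0 for no effect and ±100 for the full control effect; nearly all actives have a fitted effect of over 60% in size; hits raise eYFP signal because A3G escapes Vif-driven loss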
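Read-out is eYFP fluorescence (Ex 488/Em 500-530) from Vif-expressing HeLa A3G-eYFP cells; more signal means A3G escaped Vif-mediated degradation. Cells plated overnight, compound pinned in, incubated overnight at 37 deg C.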
Vif-A3F inh = qHTS for Inhibitors of Vif-A3F Interactions: qHTS. HeLa A3F-eYFP + Vif (tagged APOBEC3F with the HIV-1 protein that degrades it), YFP fluorescence increase. Potency, µM (highest dose often 46.1 µM), for inactives: at the top dose activity, negative = active. 390,000 tested, 0.2% active; also: potency is read from the fitted curve at half-maximal effect; % of control where 0% means no effect; nearly all actives have a fitted effect of over 65% in size
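HeLa cells stably expressing Vif plus C-terminally eYFP-tagged A3F were seeded, incubated overnight at 37 deg C, dosed with compound, incubated overnight again at 37 deg C. Yellow fluorescence (Ex 488/Em 500-530) reported blocked Vif-mediated A3F-eYFP degradation.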
Glioma ERSR ind = qHTS for Inducers of the Endoplasmic Reticulum Stress Response (ERSR) in Human Glioma: qHTS; 420,000 tested, 0.02% active; U87-MG GRP78 promoter luciferase reporter, 16 h; Potency, µM, for the others: top-dose activation, most hits filed as activators; also: potency is read from the fitted curve at half-maximal effect; series mostly up to about 76 µM; % of control where 0% means no effect; nearly all actives have a fitted effect of over 35% in size
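Stably transfected U87-MG human glioma cells carrying a GRP78-based luminescent sensor were seeded at 1000 cells/well, pin-dosed with compounds and incubated 16 h. Luciferase reagent was then added, and end-point luminescence was read after 10 min at room temperature.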
LDHA inh = qHTS assay for inhibitors of human lactate dehydrogenase; 480,000 tested, 0.15% active; activity change, % (values are at about 110 or 230 µM); purified LDHA, NADH/diaphorase-resazurin fluorescence; hits give low values; L-lactate dehydrogenase A chain (Homo sapiens), P00338; in the data active = activity change below about -30%; inconclusive = mostly about -25% to -30%;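 also: plate controls were DMSO wells for no effect and wells without enzyme for full effect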
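LDH5 2 nM; NADH 0.06 mM, pyruvate 0.2 mM; 200 mM Tris pH 7.4, EDTA, Tween-20; 5 min RT. Detection: diaphorase 0.133 mg/mL + resazurin 37 µM, fluorescence ex540/em590 at 0 and 20 min; normalized to enzyme-free and DMSO wells.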
TrxR1 substrate = qHTS Assay for Substrates of Mammalian Selenoprotein Thioredoxin Reductase 1 (TrxR1): qHTS. Thioredoxin reductase 1, cytoplasmic (Rattus norvegicus), O89049. purified TrxR1 substrate turnover, NADPH consumption readout. Potency, µM (series often up to 114 µM), for inactives: at the highest dose activity change, negative = substrate turnover. 390,000 tested, 0.01% active. AID 588456, 2011; also: potency is read from the fitted curve at half-maximal effect; % is scaled to controls: 0 for no effect and ±100 for the full control effect; nearly all actives have a fitted effect of over 50% in size
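Rat TrxR1, dispensed at 90 nM, was prereduced with 400 uM NADPH (final) for 5 min at ~22 deg C, then incubated with compound 15 min before 400 uM selenite. A first-read NADPH fluorescence drop versus no-compound background flagged substrates.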
IDH1 R132H inh = qHTS for Inhibitors of mutant isocitrate dehydrogenase 1 (IDH1): qHTS; Isocitrate dehydrogenase [NADP] cytoplasmic (Homo sapiens), O75874; IDH1-R132H enzyme, NADPH consumption, diaphorase/resazurin fluorescence; Potency, µM (doses to about 76.6 µM), without a hit: top-dose activity change, negative = inhibition, hits mostly inhibitors; 390,000 tested, 0.093% active; AID 602179, 2012; also: potency is read from the fitted curve at half-maximal effect; % is scaled to controls: 0 for no effect and ±100 for the full control effect; nearly all actives have a fitted effect of over 65% in size
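IDH1-R132H (0.5 ug/mL dispensed) in pH 7.5 Tris buffer was preincubated 30 min with compound, then given a substrate mix of 0.016 mM NADPH and 2 mM alpha-KG for 80 min at room temperature; remaining NADPH was read by diaphorase/resazurin fluorescence.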
Starred values were filed as active, the others as inactive; ? = inconclusive; / = not tested or not shown; & = joins results of further samples; [ ] = another dose, or the depositor's remark. Unless noted, calls follow the shape of the dose curve; as a rule, active = well fitted curve in the direction sought with a large enough effect; inconclusive = small, poorly fitted or top-dose-only effect, or another doubt; inactive = no such curve, though single readings can be large; an effect the other way counts as inactive or inconclusive. Not all compounds are listed; the hit share may differ from the screen's.

SMILES	TrxR1 inh	USP1-UAF1 inh	RGS4 inh	Vif-A3G inh	Vif-A3F inh	Glioma ERSR ind	LDHA inh	TrxR1 substrate	IDH1 R132H inh
Cc1ccc(C)c(Cn2c(=O)n(CCC(=O)NCc3ccc4c(c3)OCO4)c(=O)c3sccc32)c1	11%	?	12%	-5%	0%	-2%	-5	5%	9%
COC(=O)[C@H](C)NC(=O)NCc1ccccc1	31%[57.1 µM]	1%	14%	3%	6%	-8%	-10	9%[57.1 µM]	8%
COC(=O)c1c(NC(=O)c2nn(C)cc2Cl)sc2c1CCCC2	12%[57.1 µM]	1%	-11%	2%	-12%	0%	2	23%[57.1 µM]	4%
S=c1[nH]nc(-c2cccs2)n1/N=C/c1c(Cl)cccc1Cl	-18%	-16%	?	0%	-10%	3%	-6	1%	17%
CC(C)CN(C#N)c1nc(N2CCOCC2)nc(N2CCOCC2)n1	-6%	-5%	17%	-5%	-1%	-3%	1	-5%	3%
CCN(CC)C(=O)C1=C(C)N(CCCOC)C(=O)C(CC(=O)NCC2CCCCC2)C1 (stereo not drawn)	/	-16%	/	-3%	3%	-3%	-3	/	0%
N#C/C(=C\Nc1ccc(Cl)cn1)S(=O)(=O)c1ccccn1	7%	-7%	10%	0%	1%	-3%	-3	-11%	-7%
O=C1NC[C@H](c2ccccc2)N(CCC23CC4CC(CC(C4)C2)C3)C1=O	17%	-4%	4%	-4%	1%	-3%	-20	-2%	-9%
COc1ccc(-c2cn(-c3ccc(C)cc3C)c(=S)[nH]2)cc1OC	-34%	-30%	-26%	-4%	-8%	0%	-8	4%	-14%
CCOC(=O)C1CCN(CCCSc2ccccc2)CC1	28%	-23%	-7%	2%	4%	-4%	-1	10%	6%
Cc1cc(C)cc(NC(=S)N2CCN(S(=O)(=O)c3ccccc3)CC2)c1	3%	-21%	-23%	0%	1%	-4%	-1	2%	16%
O=[N+]([O-])c1cc2c(cc1CN1CCN(c3ccc(F)cc3)CC1)OCO2	11%	-13%	4%	-1%	0%	-6%	2	-2%	3%
Cc1ccc([C@H]2C[C@H](O)[C@@H](n3cc(-c4ccc(F)cc4)nn3)CN2CC2CCCCC2)cc1	/	-10%	/	-1%	-13%	-4%	-1	/	7%
O=C(NCc1ccccc1)C1C(=O)N(Cc2ccccc2)C(=O)C1C1(O)CCCC1 (stereo not drawn)	13%[57.1 µM]	-15%	-1%[11.4 µM]	1%	-4%	-2%	-3	10%[57.1 µM]	3%
CC(O)C(NC=C1C(=O)OC(C)(C)OC1=O)C(=O)O (stereo not drawn)	0%[57.1 µM]	-17%	-18%	-1%	-1%	2%	-2	-4%	-7%
CCN1C(=O)c2ccc(C(=O)O)cc2C1=O	4%	-1%	9%	0%	-4%	-4%	-11	-1%	1%
Cc1ccc(C(=O)NCCc2nnc3ccc(SCC(=O)Nc4ccc(C)cc4C)nn23)cc1	-7%	-9%	1%	0%	-1%	-2%	-10	-5%	9%
COc1ccccc1CCC(=O)O	4%	/	/	3%	/	-5%	/	1%	/
COc1cc2c(cc1OC)C(C)N(C(=O)c1sc(-c3cnccn3)nc1C)CC2 (stereo not drawn)	21%[11.4 µM]	-3%	?	-5%	-30%	-2%	2	-20%[11.4 µM]	8%
Cc1nn(-c2ccccc2)c(C)c1/C=N\NS(=O)(=O)c1ccc(Cl)cc1	13%[57.1 µM]	-11%	-40%	-2%	-7%	-2%	0	-9%	9%

Overlap with the part before: six compounds, followed by the next part.
SMILES	TrxR1 inh	USP1-UAF1 inh	RGS4 inh	Vif-A3G inh	Vif-A3F inh	Glioma ERSR ind	LDHA inh	TrxR1 substrate	IDH1 R132H inh
CC(O)C(NC=C1C(=O)OC(C)(C)OC1=O)C(=O)O (stereo not drawn)	0%[57.1 µM]	-17%	-18%	-1%	-1%	2%	-2	-4%	-7%
CCN1C(=O)c2ccc(C(=O)O)cc2C1=O	4%	-1%	9%	0%	-4%	-4%	-11	-1%	1%
Cc1ccc(C(=O)NCCc2nnc3ccc(SCC(=O)Nc4ccc(C)cc4C)nn23)cc1	-7%	-9%	1%	0%	-1%	-2%	-10	-5%	9%
COc1ccccc1CCC(=O)O	4%	/	/	3%	/	-5%	/	1%	/
COc1cc2c(cc1OC)C(C)N(C(=O)c1sc(-c3cnccn3)nc1C)CC2 (stereo not drawn)	21%[11.4 µM]	-3%	?	-5%	-30%	-2%	2	-20%[11.4 µM]	8%
Cc1nn(-c2ccccc2)c(C)c1/C=N\NS(=O)(=O)c1ccc(Cl)cc1	13%[57.1 µM]	-11%	-40%	-2%	-7%	-2%	0	-9%	9%
CCOc1ccc(NC(=O)c2ccccc2SC)cc1	-2%	-24%	-27%[11.4 µM]	-1%	-6%	5%	-1	-5%	3%
CCNC(=O)NC(=O)CSc1nnc(-c2c[nH]c3ccccc23)o1	26%[57.1 µM]	-6%	8%	-3%	-30%	2%	-3&-8	11%[57.1 µM]	7%
COc1ccc(CC(=O)Nc2cc(C)c3c(=O)oc4ccccc4c3n2)cc1	19%	-24%	9%	1%	-7%	-1%	-7	4%	-22%
CCCN1C(=O)c2[nH]nc(-c3ccc(F)cc3)c2C1c1ccc(O)c(OCC)c1 (stereo not drawn)	14%	-17%	-3%	-15%	3%	-1%	2	2%	-1%
C/C(=N\NC(=O)OC(C)(C)C)c1cccc([N+](=O)[O-])c1	-9%	-18%	-22%	1%	-3%	1%	2	-10%	4%
CCN(CC)S(=O)(=O)c1ccc(S(=O)(=O)Nc2cc3c(cc2C(C)=O)OCO3)cc1	4%	0%	19%	-1%	-2%	-1%	-3	6%	12%
CCN(CC)S(=O)(=O)c1ccc2[nH]cc(C(=O)NCCN3CCCCC3C)c(=O)c2c1 (stereo not drawn)	-14%	-16%	10%	1%	1%	-3%	6	3%	1%
COc1ccc(Cc2nnc(NC(=O)C3CCN(C(=O)c4ccco4)CC3)s2)cc1	15%	-19%	-1%	1%	-1%	-2%	-5	5%	-4%
O=C(Nc1nnc(SCc2ccc(Cl)cc2)s1)C1CC(=O)N(Cc2ccccc2)C1 (stereo not drawn)	8%	-5%	10%	3%	0%	-2%	-1	-5%	-4%
Cc1ccc(-n2c(=O)c3c(c4cc(C)ccc4n3C)n(CC(=O)NCc3ccccc3)c2=O)cc1	37%	-23%[11.4 µM]	22%	-1%	-11%	-2%	-2	33%	7%
CCOc1cc2c(C)cc(=O)oc2cc1Cl	7%	-2%	2%	-7%	0%	-3%	-5	18%	-1%
CC(C)C(=O)Nc1nc(-c2ccccc2)ns1	-12%	-1%	1%	-5%	-16%	8%	-1	-8%	6%
Cc1cc(C(=O)N/N=C/c2ccc(O)c(O)c2O)c(C)n1-c1ccccc1	-11%	-23%	?	-1%	-24%	-1%	7	-1%	1%
CCn1cc(S(=O)(=O)Nc2cc(C(=O)OC)ccc2C)cn1	15%	-22%	23%	?	-8%	2%	-6	3%	5%
COc1ccc(NC(=O)CSc2n[nH]c(=O)n2C2CC2)cc1Cl	-10%	2%	17%	2%	-12%	-6%	2	-8%	2%
Cc1ccccc1C1CC(c2cccs2)Nc2nnnn21 (stereo not drawn)	-5%[57.1 µM]	-3%	8%	-2%	-7%	-1%	-3	5%[57.1 µM]	11%
CN(C)S(=O)(=O)Nc1ccccc1F	11%[57.1 µM]	-10%	21%	0%	-4%	-3%	-12	5%[57.1 µM]	8%
O=C(NN1CCOCC1)c1cc(-c2ccc(Cl)c(Cl)c2)nc2ccccc12	1%	-16%	-5%	0%	-6%	-1%	-3	-6%	8%
CCCn1c(SCC(=O)Nc2cc(Cl)ccc2OC)nc(O)cc1=O	20%	-24%	-4%	-6%	4%	-4%	-1	7%	1%
